# High-throughput results deposited in PubChem BioAssay by National Center for Advancing Translational Sciences (NCATS).
# POLH inh: qHTS for Inhibitors of Polymerase Eta; recombinant Pol eta, fluorescent DNA replication assay; Potency, µM (doses to about 114 µM), without a hit: at the highest dose activity change, negative = inhibition, hits mostly inhibitors; 390,000 compounds, 1.2% hits; DNA polymerase eta (Homo sapiens), Q9Y253; note: % is set by controls: 0 for no effect and ±100 for the full control effect
# Target sequence (Q9Y253 whole entry, looked up): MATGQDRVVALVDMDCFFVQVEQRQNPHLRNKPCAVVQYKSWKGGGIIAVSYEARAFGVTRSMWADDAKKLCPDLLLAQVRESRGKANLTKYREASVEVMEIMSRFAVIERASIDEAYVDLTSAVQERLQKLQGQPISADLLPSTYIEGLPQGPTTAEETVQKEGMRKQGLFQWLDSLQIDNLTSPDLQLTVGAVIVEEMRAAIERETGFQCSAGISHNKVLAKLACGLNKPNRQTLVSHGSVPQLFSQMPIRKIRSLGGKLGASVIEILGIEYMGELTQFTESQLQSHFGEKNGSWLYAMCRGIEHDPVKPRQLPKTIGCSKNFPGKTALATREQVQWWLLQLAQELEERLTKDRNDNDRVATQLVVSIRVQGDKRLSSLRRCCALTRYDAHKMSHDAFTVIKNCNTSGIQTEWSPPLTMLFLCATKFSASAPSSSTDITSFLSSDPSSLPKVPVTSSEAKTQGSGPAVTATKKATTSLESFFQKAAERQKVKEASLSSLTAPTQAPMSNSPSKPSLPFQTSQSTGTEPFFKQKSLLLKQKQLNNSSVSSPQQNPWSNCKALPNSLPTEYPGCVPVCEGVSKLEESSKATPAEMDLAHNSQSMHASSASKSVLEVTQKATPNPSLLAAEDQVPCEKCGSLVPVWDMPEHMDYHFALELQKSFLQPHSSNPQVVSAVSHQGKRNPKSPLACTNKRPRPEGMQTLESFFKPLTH
#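 Fluorescent replication assay: 50 nM final substrate added after a 15 min room-temperature compound preincubation with 10 nM enzyme. Signal taken at 0 min and again at 10 min.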
# APEX1 inh: qHTS Assay for Inhibitors of the Human Apurinic/apyrimidinic Endonuclease 1 (APE1); DNA repair nuclease/redox regulator APEX1 (Homo sapiens), P27695; recombinant APE1, TAMRA/BHQ-2 abasic DNA cleavage fluorescence; Potency, µM (highest dose often 65.8 µM), for the others: at the top dose activity change, negative = inhibition, actives largely listed as inhibitors; 350,000 compounds, 0.35% hits;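 note: plate controls were vehicle for no effect and reference inhibitor for full effect; nearly all actives have a fitted effect of over 55% in size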
# Target sequence (P27695 whole entry, looked up): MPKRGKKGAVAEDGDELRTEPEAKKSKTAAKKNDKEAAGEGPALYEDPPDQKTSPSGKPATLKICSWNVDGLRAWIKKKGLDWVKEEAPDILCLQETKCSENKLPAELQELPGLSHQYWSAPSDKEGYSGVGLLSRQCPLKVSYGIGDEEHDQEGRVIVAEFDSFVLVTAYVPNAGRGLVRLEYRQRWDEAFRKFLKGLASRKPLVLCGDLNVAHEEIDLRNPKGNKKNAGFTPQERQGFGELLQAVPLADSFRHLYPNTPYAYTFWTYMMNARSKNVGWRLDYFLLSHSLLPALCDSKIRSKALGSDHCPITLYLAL
#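 APE1 at 0.75 nM final was preincubated with compound 15 min at room temperature, then 50 nM double-stranded THF abasic-site substrate (5'-TAMRA/3'-BHQ-2) was added. Fluorescence (ex 525/em 598 nm) was read kinetically; third-minus-first read gave activity.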
# G9a inh: qHTS Assay for Inhibitors of Histone Lysine Methyltransferase G9a; Potency, µM (titrated, usually from 102 µM), for inactives: top-dose activity, negative = inhibition, usual class: inhibitors; Histone-lysine N-methyltransferase EHMT2 (Homo sapiens), Q96KQ7; 350,000 compounds, 8.8% hits; G9a H3K9 monomethylation, AlphaScreen, 2 h; AID 504332, 2011; note: % is set by controls: 0 for no effect and ±100 for the full control effect; nearly all actives have a fitted effect of over 75% in size
#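 Quantitative HTS format: methyltransferase activity on a biotin-tagged H3K9 peptide is measured by AlphaScreen, using a rabbit anti-monomethyl-H3K9 antibody with streptavidin donor and anti-IgG acceptor beads. Final levels are 20 nM enzyme, 500 nM peptide, 20 uM SAM; 2 h RT.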
# BLM helicase inh: qHTS Assay for Inhibitors of Bloom's syndrome helicase (BLM); recombinant BLM DNA unwinding, fluorescence dequenching; AID 2528, 2010; RecQ-like DNA helicase BLM (Homo sapiens), P54132; Potency, µM (doses to about 56.1 µM), without a hit: at the top dose activity change, negative = inhibition, hits mostly inhibitors; 350,000 compounds, 0.2% hits;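 note: plate controls were vehicle for no effect and no enzyme for full effect; nearly all actives have a fitted effect of over 35% in size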
# BAZ2B block: qHTS Assay for Inhibitors of BAZ2B. AlphaScreen BAZ2B-H3K14Ac peptide displacement. Potency, µM (highest dose often 114 µM), inactives show at the highest dose activity change, negative = inhibition, most hits filed as inhibitors. 360,000 compounds, 4.4% hits. AID 504333, 2011; note: % is set by controls: 0 for no effect and ±100 for the full control effect; nearly all actives have a fitted effect of over 60% in size
#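 AlphaScreen displacement of biotin-H3(5-23)K14Ac peptide (50 nM final) from BAZ2B (50 nM final) in PBS pH 7.4, 0.01% Tween-20; complex preformed 30 min RT, then compounds (top 110 uM) 30 min RT, beads 20 min dark.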
# POLK inh: qHTS for Inhibitors of Polymerase Kappa. 400,000 compounds, 0.53% hits. DNA polymerase kappa (Homo sapiens), Q9UBT6. Potency, µM (top dose mostly 107 µM), for the others: top-dose activity, negative = inhibition, most hits filed as inhibitors. purified Pol kappa, fluorescent DNA synthesis assay, 10 min. AID 588579, 2011; note: % is set by controls: 0 for no effect and ±100 for the full control effect
#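 Inhibition of 10 nM Pol kappa is measured by a fluorescent read-out at 0 and 10 min following addition of 50 nM substrate (final), with a 15-min room-temperature compound preincubation.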
# JMJD2A Tudor: qHTS Assay for Inhibitors of JMJD2A-Tudor Domain; 390,000 compounds, 4.4% hits; AlphaScreen JMJD2A-Tudor / H3K4me3 peptide binding; Lysine-specific demethylase 4A (Homo sapiens), O75164; Potency, µM (titrated, usually from 114 µM), inactives show top-dose activity change, negative = inhibition, most hits filed as inhibitors; note: % is set by controls: 0 for no effect and ±100 for the full control effect; nearly all actives have a fitted effect of over 50% in size
# Pol beta inh: qHTS Assay for Inhibitors of DNA Polymerase Beta | P06746 | AID 485314, 2010 | Potency, µM (titrated, usually from 114 µM), for inactives: at the top dose activity change, negative = inhibition, actives largely listed as inhibitors | 340,000 compounds, 1.3% hits | Pol beta primer extension/strand displacement, fluorescence kinetic; note: % is set by controls: 0 for no effect and ±100 for the full control effect
#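 Preincubation: enzyme (10 nM) with compound, 15 min, RT. Reaction: substrate added to 50 nM final. Reads: 0 and 10 min. Analysis: normalized, Hill fit.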
# POLI inh: qHTS for Inhibitors of Polymerase Iota; DNA polymerase iota (Homo sapiens), Q9UNA4; Pol iota fluorescent replication assay, 10 min; Potency, µM (doses to about 115 µM), inactives show at the top dose activity, negative = inhibition, usual class: inhibitors; 390,000 compounds, 1% hits; AID 588590, 2011
#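 Pol iota at 10 nM preincubated 15 min with compounds at room temperature; reaction started with fluorescent substrate, 50 nM final. Fluorescence read kinetically at 0 and 10 min; buffer-only wells as negative control.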
# * marks the source's active call; other numbers are inactive results; u = inconclusive; x = not tested or not shown; [ ] = dose if it differs, or a comment. Calls come from the whole dose curve; as a rule, active = well fitted curve in the direction sought with a large enough effect; inconclusive = small, poorly fitted or top-dose-only effect, or another doubt; inactive = no such curve, though single readings can be large; an effect the other way counts as inactive or inconclusive. Potency is the fitted concentration of half-maximal effect. The list is partial, so the mix of outcomes need not match the whole.
structure	POLH inh	APEX1 inh	G9a inh	BLM helicase inh	BAZ2B block	POLK inh	JMJD2A Tudor	Pol beta inh	POLI inh
c1ccc(N2CCCCC2)c(Nc2nc3ccccc3n3cnnc23)c1	-8%	3%	37%	3%	2%	1%	0%	22%	47%[activator]
CCC1CCCCN1C(=O)CCS(=O)(=O)c1ccccc1 (stereo not given)	-12%	13%	u	2%	1%	3%	2%	2%	4%
COc1ccc(Nc2c3c(nc4nncn24)CCC3)cc1OC	x	x	u	3%	-2%	8%	-29%	23%	11%
CCOc1ccc(NC(=O)C(NS(=O)(=O)c2cccc3nsnc23)c2ccccc2)cc1 (stereo not given)	8%	x	-18%[59 µM]	-5%	-25%	-7%[60.1 µM]	u	26%	-9%
CCn1c(SCC(=O)Nc2ccc(C)cc2)nnc1-c1cnccn1	-4%	-1%	x	2%	0%	1%	-4%	44%	24%
CN(CC(=O)Nc1cccc(F)c1)C(=O)c1ccc(N2C(=O)c3ccccc3C2=O)cc1	-18%	57%[activator]	5%[12.7 µM]	x	0%	-5%	-6%	x	2%
COc1ccccc1NC(=O)COC(=O)CCn1c(C)csc1=O	-5%	-9%	-6%	x	-7%	4%	-17%	x	55%[activator]
O=C(Nc1cc(S(=O)(=O)N2CCOCC2)ccc1Cl)C(=O)c1c(-c2ccccc2)cc2ccccn12	-16%	-4%	u	-8%	-32%	-7%	-32%	-6%	17%
CCc1cc2c(=O)n(Cc3ccco3)c(SCC(=O)NCC3CCCO3)nc2s1 (stereo not given)	3%	-2%[12.4 µM]	25%[59 µM]	2%	-1%	-4%	-20%	91%	72%[activator]
CN(C)c1ccc(CNc2nc(-c3ccco3)nn2S(C)(=O)=O)cc1	-23%	x	u	-3%	u	-4%	-34%	0%	5%
CN(C)S(=O)(=O)c1cccc(NC(=S)NC(=O)c2ccco2)c1	-23%	-5%	40µM*	x	-6%	-8%	u	x	73%[activator]
C=CCN(C(=O)c1csnn1)C(C(=O)NCc1ccccc1)c1c(F)cccc1Cl (stereo not given)	-13%	-2%	-5%	-1%	0%	-14%	-14%	19%	30%
Oc1[nH]c2ccccc2c1N=Nc1ccccc1F	u	1%	-13%	1%	-1%	-2%	-7%	10%	11%
Cc1ccc2c(CN(C)Cc3cccc(Cl)c3)cc(=O)oc2c1C	-20%	-11%	27%	-8%	-3%	-7%	26%	-22%	39%[activator]
CC(=O)N1CC(C)Oc2ccc(S(=O)(=O)NC(CC(=O)O)c3cc(C)ccc3C)cc21 (stereo not given)	-2%	45%[activator]	-4%[59 µM]	-1%	-9%	-2%	9%	4%	36%[activator]
COc1ccccc1C(=O)C1CCCN(C(=O)c2cn3cc(Cl)ccc3n2)C1 (stereo not given)	-16%	7%	28µM*	-6%	-26%	4%	-6%	-14%	7%
CSc1ccccc1NC(=O)C1CCCO1 (stereo not given)	7%	19%	16µM*	-8%	12%	-13%	-16%	10%	10%
CC(C)S(=O)(=O)C1=NSC2=NC(=O)/C(=C\c3ccc(OC(=O)c4ccco4)cc3)C(=N)N21	u	-7%	19%[0.0925 µM]	-8%	u	-1%	7%	23%	13%
Cc1onc(-c2ccccc2)c1CNC(=O)C1COc2ccccc2O1 (stereo not given)	-4%	-4%	28%	-2%	2%	-19%	-16%	7%	37%[activator]
CCN(CC)c1ccc(/C=N/NC(=O)CC(C)C)cc1	-2%	-1%	x	-7%	u	-20%	-13%	u	152%[activator]
CSc1nc(N2CCOCC2)nc2ccc(C)cc12	-17%	18%	-8%[2.33 µM]	x	88%[activator]	3%	87%[activator]	x	18%
CCOC(=O)/C(C#N)=C/C=C1\C=Cc2ccccc2N1CC	-8%	0%	x	-3%	u	5%	u	25%	50%[activator]
Cc1ccc(C(=O)NCc2cccc(C(F)(F)F)c2)cc1S(=O)(=O)N1CCCCC1	-7%	22%	6%	x	8%	-7%	8%	x	11%
CCOC(=O)c1ccc(S(=O)(=O)N2CCN(CC(=O)NC(=O)NC3CCCCC3)CC2)cc1	-13%	20%	-36%	-11%	-2%	3%	-5%	-2%	11%
O=C(Nc1cccc(C(=O)NC2CC2)c1)c1ccc(Cl)c(S(=O)(=O)N2CCOCC2)c1	-18%	u	-9%[12.7 µM]	x	-8%	-10%	-25%	x	-8%
Cc1ccc(C(C)C)c(OCC(=O)NNCC(=O)Nc2cccc(F)c2)c1	-17%	-7%	x	x	x	5%	-18%	x	40%[activator]
COc1ccc(C(=O)/C(=C/N(C)C)S(=O)(=O)c2ccccc2)cc1	-16%	-3%	-3%[59 µM]	-11%	-3%	-3%	-3%	-19%	73%[activator]
COC(=O)c1[nH]c2ccc(C)cc2c1NC(=O)Nc1ccc(OC)cc1	-11%	8%	45µM*	-9%	13%	-5%	8%[11.4 µM]	-1%	-14%
Cc1ccc(SCC(=O)OCC(=O)N2CCN(C(=O)c3ccco3)CC2)c(C)c1	1%	-5%	-3%[2.33 µM]	x	1%	-10%	-13%	x	19%
O=C(NCc1ccco1)c1ccc2snnc2c1	8%	16%	2%[59 µM]	4%	8%	-21%	-14%	u	1%
c1ccc(COc2ccc(OCCCCN3CCCC3)cc2)cc1	-4%	0%	22µM*	-7%	56µM*	-10%	1.4µM*	-21%[57.1 µM]	44%[activator]
C=CCOC(=O)C1=C(C)Nc2nnnn2C1c1cccs1 (stereo not given)	-17%	-2%	17%[59 µM]	-4%	0%	0%	0%	26%	7%[58.9 µM]
CCCn1c2c(c(O)c(C(=O)NC)c1=O)CCCC2	-22%	3%	1%[59 µM]	5%	7%	-3%	6%	-30%	-2%
CCNC(=S)N/N=C(\C)c1cc2ccccc2o1	-17%	-4%	12%[59 µM]	2%	u	-4%	u	40%	17%
COCCNC(=O)CN1CCC(NC(=O)C(C)(C)C)CC1	-6%	4%	-1%[59 µM]	0%	8%	-3%	-6%	19%	15%
CCn1cc(C(=O)NCc2ccc(OC)cc2OC)c(=O)c2ccc(C)nc21	x	0%	-7%[59 µM]	0%	2%	x	x	4%	x
CCSc1nc2ccccc2n1C(=O)Oc1ccccc1	7%	11%	-6%[59 µM]	-14%	16%	-11%	7%	0%	10%
COc1ccc(-n2c(COc3ccc(C)cc3)nnc2SCC(N)=O)cc1	-6%	-5%	32µM*	-4%	0%	-10%	-16%	38%	7%
CSc1ncccc1C(=O)Nc1cc(C)ccn1	2%	42%	u	-2%	-22%	-5%	-13%	12%	3%
Cc1nn(Cc2ccc(C(=O)N3N=C(C(F)F)CC3(O)C(F)F)cc2)c(C)c1[N+](=O)[O-] (stereo not given)	5%	0%	14%[59 µM]	-10%	-28%	2%	-26%	-17%	-4%[58.9 µM]
COc1ccc(C(=O)NNC(=O)C2CCCN(C3CC(=O)N(c4ccccc4)C3=O)C2)cc1 (stereo not given)	-15%	0%	-6%	-2%	3%	10%	11%	0%	-9%
Cc1ccc(Cl)cc1N1CCN(C(=O)c2ccc(NC3=NC4CS(=O)(=O)CC4S3)cc2)CC1 (stereo not given)	-21%	15%	58%[activator]	-3%	-6%	-7%	-17%	-22%	-24%
CCOc1ccccc1NC(=O)Cn1c(C)cc(COC)c(C#N)c1=O	-10%	0%	2%	0%	1%	3%	-8%[57.1 µM]	69%	14%
Cc1cc(NC(=O)COc2ccccc2C(N)=O)no1	-2%	3%	x	x	x	1%	-2%	x	22%
O=C(CCNS(=O)(=O)c1ccccc1)OCC(=O)c1ccc[nH]1	3%	-11%	50µM*	x	7%	-7%	-6%	x	-27%
O=C1CCCc2c1nc(-c1ccccc1F)n2O	-20%	3%	u	3%	-21%	2%	-3%	-27%	13%

# Part of the list above, set out differently:
# Results follow in this order: POLH inh | APEX1 inh | G9a inh | BLM helicase inh | BAZ2B block | POLK inh | JMJD2A Tudor | Pol beta inh | POLI inh
CCn1cc(C(=O)NCc2ccc(OC)cc2OC)c(=O)c2ccc(C)nc21
 : x | 0% | -7%[59 µM] | 0% | 2% | x | x | 4% | x
CCSc1nc2ccccc2n1C(=O)Oc1ccccc1
 : 7% | 11% | -6%[59 µM] | -14% | 16% | -11% | 7% | 0% | 10%
COc1ccc(-n2c(COc3ccc(C)cc3)nnc2SCC(N)=O)cc1
 : -6% | -5% | 32µM* | -4% | 0% | -10% | -16% | 38% | 7%
CSc1ncccc1C(=O)Nc1cc(C)ccn1
 : 2% | 42% | u | -2% | -22% | -5% | -13% | 12% | 3%
Cc1nn(Cc2ccc(C(=O)N3N=C(C(F)F)CC3(O)C(F)F)cc2)c(C)c1[N+](=O)[O-] (stereo not given)
 : 5% | 0% | 14%[59 µM] | -10% | -28% | 2% | -26% | -17% | -4%[58.9 µM]
COc1ccc(C(=O)NNC(=O)C2CCCN(C3CC(=O)N(c4ccccc4)C3=O)C2)cc1 (stereo not given)
 : -15% | 0% | -6% | -2% | 3% | 10% | 11% | 0% | -9%
Cc1ccc(Cl)cc1N1CCN(C(=O)c2ccc(NC3=NC4CS(=O)(=O)CC4S3)cc2)CC1 (stereo not given)
 : -21% | 15% | 58%[activator] | -3% | -6% | -7% | -17% | -22% | -24%
CCOc1ccccc1NC(=O)Cn1c(C)cc(COC)c(C#N)c1=O
 : -10% | 0% | 2% | 0% | 1% | 3% | -8%[57.1 µM] | 69% | 14%
